Screens as filed in PubChem.
NPY1 pot ag: human NPY-Y1 potentiation or agonism, primary screen; AID 1304; NPY-Y1 expressing cells, potentiator/agonist activation; 0.37% of 220,000 active; activation, % at 3.6 µM; P25929; in the data active = activation above about 33%, passing the limit was not always enough;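 note: cells stimulated with NPY at EC10 then isoproterenol at EC100; 0% = low agonist plus stimulus and 100% = saturating agonist plus stimulus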
TRPML3 ag: agonists of human TRPML3 channel | 0.29% of 220,000 active | AID 1448 | Q8TDD5 | activation, % at 3 µM | HEK293 TRPML3-YFP, Fluo-8 calcium fluorescence; 100% = the carbachol control signal;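 active = activation above its plate's cutoff, the mean activation of the plate's test wells plus 3 SD, cut at about 12% in these data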;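 note: 0% = DMSO only wells and 100% = carbachol wells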
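Test system: HEK293 cells stably carrying human TRPML3-YFP; Doses: single dose, 3 µM final nominal compound, 0.3% DMSO final; Schedule: dye loading 1 h 37 °C then 30 min ambient, 125 s read; Technique: Fluo-8 calcium fluorescence; Benchmarks: high control carbachol 87 µM, low control DMSO.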
zfTRPN1 agonist: zebrafish TRPN1 (NompC) channel agonism; HEK293 zebrafish TRPN1-YFP, Fluo-8 calcium fluorescence; 100% = response to 87 µM carbachol; activation, % at 3 µM; 0.18% of 220,000 active; AID 1424;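 active = activation above its plate's cutoff, the mean activation of test wells on that plate plus 3 SD, cut at about 19% in these data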;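 note: 0% = DMSO alone and 100% = 87 µM carbachol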
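System: zebrafish TRPN1-YFP in HEK293 cells / Dosing: 3 µM single point / Timing: dye loading 1 h at 37 °C, then 30 min room temperature / Signal: Fluo-8 calcium fluorescence, excitation 470-495 nm, emission 515-575 nm / Read-out basis: percent activation from peak over basal fluorescence ratio, control-normalized / Control set: high carbachol 87 µM, low DMSO alone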
S1P4 agonist: agonists of human S1P4 receptor; S1P4-expressing cell line, agonist reporter assay; activation, % at 4.98 µM; 0.35% of 220,000 active; in the data active = activation above about 11%;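 note: 0% = DMSO vehicle and 100% = reference agonist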
Target sequence (O95977 whole entry, looked up): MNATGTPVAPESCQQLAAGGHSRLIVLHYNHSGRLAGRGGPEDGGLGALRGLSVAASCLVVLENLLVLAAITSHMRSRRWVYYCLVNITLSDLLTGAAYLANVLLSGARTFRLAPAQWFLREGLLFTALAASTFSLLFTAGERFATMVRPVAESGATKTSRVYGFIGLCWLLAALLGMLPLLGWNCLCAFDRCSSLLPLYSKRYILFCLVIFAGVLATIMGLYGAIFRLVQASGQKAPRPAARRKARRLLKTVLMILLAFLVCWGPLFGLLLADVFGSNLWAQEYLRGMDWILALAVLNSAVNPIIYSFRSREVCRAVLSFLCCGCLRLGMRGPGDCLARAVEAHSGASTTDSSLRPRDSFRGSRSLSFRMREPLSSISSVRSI
EP2 mod: modulators of human EP2 prostaglandin E2 receptor. EP2-expressing cells, cAMP HTRF FRET, PGE2 co-stimulation. AID 940. induction, % at 25 µM. 0.83% of 260,000 active;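 active = compounds whose cAMP rise, as percent of the full-agonist control response, exceeds 60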;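 note: rat C6 glioma line stably carrying human EP2 under a CMV promoter; the protocol text gives 20 µM as final concentration; 100% = response of wells given 1 µM PGE2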
S1P4 antag: blocks the human S1P4 receptor. inhibition, % at 4.98 µM. 0.26% of 220,000 active. S1P4-expressing cells, antagonist mode, reporter read-out; in the data active = inhibition above about 29%;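 note: 0% = wells stimulated with agonist and 100% = vehicle wells without agonist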
NPY-Y1 antag: blocks the human neuropeptide Y Y1 receptor; inhibition, % at 3.6 µM; HEK293-CNG Y1 cells, membrane potential fluorescence; NPY at EC95, then isoproterenol; P25929; 1% of 200,000 active;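 active = inhibition above the campaign mean inhibition of all tested compounds plus 3 SD, cut at about 20% in these data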;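 note: 0% = DMSO wells given NPY plus isoproterenol and 100% = isoproterenol alone without NPY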
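Test system: HEK293 cells co-expressing NPY Y1 receptor and cyclic-nucleotide gated channel; Also added: NPY (25 nM), isoproterenol (1 µM), Ro 20-1724 (25 µM); Compound dosing: one concentration, 3.6 µM, in 0.4% DMSO; Timing: dye 3 h, compound 60 min room temperature, stimulation 45 min; Technique: Membrane-potential fluorescent dye readout.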
NPY-Y2 PAM-ag: human NPY-Y2 potentiation or agonism, primary screen | cells expressing NPY-Y2, potentiator/agonist read-out | activation, % at 3.6 µM | 0.45% of 220,000 active | AID 1359; in the data active = activation above about 27%;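 note: cells stimulated with NPY near EC25 plus isoproterenol at EC100; 0% = vehicle plus submaximal agonist and 100% = vehicle plus saturating agonist; some results beyond the cut were filed as inactive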
Target sequence (P49146 whole entry, looked up): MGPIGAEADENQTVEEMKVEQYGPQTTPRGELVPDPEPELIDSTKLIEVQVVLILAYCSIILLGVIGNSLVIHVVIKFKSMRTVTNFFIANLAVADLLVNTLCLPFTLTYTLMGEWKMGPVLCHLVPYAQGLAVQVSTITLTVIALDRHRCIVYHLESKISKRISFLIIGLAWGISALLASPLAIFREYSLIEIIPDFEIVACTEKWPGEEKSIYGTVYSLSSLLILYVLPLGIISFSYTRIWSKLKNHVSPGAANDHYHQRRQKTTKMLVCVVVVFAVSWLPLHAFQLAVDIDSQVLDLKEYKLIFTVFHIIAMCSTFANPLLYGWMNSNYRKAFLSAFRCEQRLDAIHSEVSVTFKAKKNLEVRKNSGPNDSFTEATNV
CHOP inh: blocks CHOP induction under ER stress; CHO-K1 CHOP-promoter luciferase, tunicamycin-induced, 15-18 h; inhibition, % at 10 µM; AID 2732; 3.8% of 220,000 active;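 active = compounds that reduced the stress-induced luciferase reporter signal by more than about 70% of percent inhibition, limit read from the data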;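 note: 0% = tunicamycin plus vehicle and 100% = wells without tunicamycin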
Starred values were filed as active, the others as inactive; nt = not tested or not shown; & = joins results of further samples.

item	structure	NPY1 pot ag	TRPML3 ag	zfTRPN1 agonist	S1P4 agonist	EP2 mod
1	COC(=O)C1=C(O)C2(C(=O)O)CC(C(=O)OC)=C(O)C(C(=O)O)(C1)C2	11	0.1	-0.8	-1.1	40
2	N#C/C(=C\c1cn(Cc2ccccc2F)c2ccccc12)C(=O)NCc1ccco1	-7	0.2	0.3	0.2	-12
3	N#Cc1c(-c2cccs2)cc(-c2cccs2)[nH]c1=O	5	0.9	1.4	-1.7	16
4	O=C(CSc1nc2c(sc3ccccc32)c(=O)n1CCCN1CCOCC1)NC1CCCC1	-18	5.1	0.6	0.1	3
5	O=C(NC(=S)Nc1ccccc1Cl)c1cnn2c(C(F)(F)F)cc(C(F)(F)F)nc12	2	1.4	1.5	0.4	17
6	CC(=O)c1c(C)[nH]c(C(=O)CSc2nnc3ccccn23)c1C	-11	0.8	2.7	2.1	-7
7	CCOC(=O)CCCCCN(Cc1ccccc1)S(=O)(=O)c1ccc([N+](=O)[O-])cc1	-16	-0.1	-1.3	-0.7	26
8	Cc1cc(N2CCCCC2)n2ncc(-c3ccccc3)c2n1	-60	-0.1	-0.6	1.8	14
9	CCOc1ccc(NC(=O)CCS(=O)(=O)c2cccc3nsnc23)cc1	1	0.3	1.9	-1.9	6
10	O=C(COC(=O)/C=C/c1ccc(Cl)cc1Cl)NCc1ccco1	-18	0.4	-0.6	1.1	-2

item	S1P4 antag	NPY-Y1 antag	NPY-Y2 PAM-ag	CHOP inh
1	12	nt	-2	-6
2	-20	4	4	5
3	2	nt	-17	9
4	-19	3	-3	0
5	8	nt	7	2
6	-2	6	0	10
7	0	13	-11	29
8	-9	6	-14	-61
9	2	-3	12	3
10	1	5	-2	21

Additional results follow.
item	structure	NPY1 pot ag	TRPML3 ag	zfTRPN1 agonist	S1P4 agonist	EP2 mod
11	CCOc1ccc(N(CC(=O)NC2CCCC2)C(=O)CCC(=O)Nc2ccccn2)cc1	2	-0.5	-0.5	1.2	18&-5
12	Cc1ccccc1-n1c(C)nnc1SCC(=O)N1CC(=O)Nc2ccccc21	1	1.2	0.9	-0.6	-10
13	Cc1ccc(S(=O)(=O)N(Cc2cc3cccc(C)c3[nH]c2=O)c2ccccc2)cc1	5	0.7	0.9	0.3	28
14	Nc1nc(/C=C/c2ccc(F)cc2)nc(-c2ccccc2O)n1	17	0.5	-0.1	1.8	-26
15	Cc1c(Cl)cccc1N1C(=O)CC(N(O)c2ccccc2)C1=O (configuration not stated)	21	0.6	2.1	-2.2	-36
16	S=C(NCCc1ccccc1)N1CCc2ccccc2C1	-11	-1.0	-2.9	-1.4	-32
17	O=C(NCC1CCCO1)c1ccc(Oc2ccc([N+](=O)[O-])cc2Cl)cc1 (configuration not stated)	0	4.1	5.0	-0.4	-45
18	c1ccc(-c2ccccc2OCCCN2CCCC2)cc1	-1	0.9	-0.8	0.1	-27
19	O=c1cc(-c2ccccc2)nc2nc(SCc3ccccc3)[nH]n12	-24	0.6	0.4	0.5	-40
20	Cc1onc(-c2ccccc2)c1C(=O)Nc1cc(C(F)(F)F)ccc1N1CCOCC1	15	-0.1	-2.3	-2.3	39

item	S1P4 antag	NPY-Y1 antag	NPY-Y2 PAM-ag	CHOP inh
11	-12	-4	-5	27
12	5	6	-4	24
13	-14	11	6	-3
14	-9	4	12	80*
15	7	2	-15	1
16	-8	4	10	-8
17	-1	-1	15	38
18	-4	17	1	22
19	-5	0	0	-14
20	-7	11	5	nt

Next results follow.
item	structure	NPY1 pot ag	TRPML3 ag	zfTRPN1 agonist	S1P4 agonist	EP2 mod
21	Cc1cc(C)c(S(=O)(=O)NC2CCN(Cc3ccccc3)CC2)c(C)c1	-30	0.4	1.0	-0.5	-4
22	O=C(NCCN1CCOCC1)c1cc2sccc2n1Cc1ccc(Cl)cc1	-5	0.2	0.1	-0.3	12
23	CSc1ccc(NC(=O)Nc2cc(C)ccn2)cc1	22	1.8	3.1	2.2	-14&-26
24	CCOC(=O)C(Cc1ccc(NC(=O)/C(=C\c2ccccc2)NC(=O)c2ccccc2)cc1)N1C(=O)c2ccccc2C1=O (configuration not stated)	-23	0.4	1.8	-0.3	8
25	Cc1cccc2cc(CN(Cc3ccco3)C(=O)NC3CCCCC3)c(=O)[nH]c12	-4	-0.8	-1.9	-1.4	47
26	O=C(NCc1ccccc1)C(=O)NCC1OCCN1S(=O)(=O)c1ccc2c(c1)OCCO2 (configuration not stated)	-12	0.5	1.7	-0.1	9
27	CC1(C(=O)NCC2CCCO2)Oc2cccnc2NC1=O (configuration not stated)	-6	0.7	1.1	-2.1	-24
28	Cc1cc(NC(=O)CCC(=O)N(Cc2ccco2)C(C(=O)NC2CCCCC2)c2cccs2)no1 (configuration not stated)	5	-0.7	-3.3	-0.2	15
29	CCN(CC(=O)Nc1ccccc1C(=O)Nc1ccccc1)Cc1nc2ccccc2c(=O)[nH]1	-2	-0.2	-1.6	1.6	2
30	O=C(ON=C1CCSCC1)c1ccccc1	10	0.1	1.7	0.4	nt

item	S1P4 antag	NPY-Y1 antag	NPY-Y2 PAM-ag	CHOP inh
21	-4	nt	-41	31
22	-10	5	-7	6
23	-13	nt	17	53
24	-13	1	-39	15
25	-15	-3	1	-1
26	5	3	-7	22
27	-20	-3	15	2
28	3	0	-6	4
29	-38	7	-13	-7
30	-13	1	3	nt

The results go on.
item	structure	NPY1 pot ag	TRPML3 ag	zfTRPN1 agonist	S1P4 agonist	EP2 mod
31	CC1(C)CC(=O)C(C2c3ccccc3S(=O)(=O)c3ccccc32)C(=O)C1	10	-0.4	-1.2	0.0	8
32	O=C(COC(=O)c1cccc([N+](=O)[O-])c1)NCc1cccs1	11	0.4	0.0	1.5	18
33	Cn1c(SCCC#N)nnc1-c1ccc(F)cc1	-6	0.2	0.5	2.4	39
34	O=c1cc2c(nn1Cc1c(Cl)cccc1Cl)-c1ccccc1CC2	-25	-0.3	-1.4	0.4	78*
35	COc1ccc(-c2nnc(SCC(=O)c3cccs3)o2)cc1	-12	0.8	1.8	-2.5	-12&-14
36	COc1c(Cl)cc(C(=O)Nc2ccccc2-c2ccccc2)cc1Cl	-53	0.2	-0.5	-4.5	29
37	CO/N=C/C(C#N)=C/c1cc(C(=O)c2ccc(F)cc2)cn1C	9	0.5	0.3	1.4	-14
38	CCOC(=O)C(NC(=O)c1ccccc1Cl)(Nc1sc2c(c1C(N)=O)CCC2)C(F)(F)F (configuration not stated)	11	-0.2	-1.7	0.8	30
39	CC1=NN(c2ccccc2)C(=O)C1N=Nc1ccc(N)cc1 (configuration not stated)	6	-0.9	-1.2	1.2	-1
40	O=C(CCc1ccc(S(=O)(=O)NC2CCCCC2)cc1)N(Cc1ccccc1)Cc1ccccc1	-8	5.7	2.0	0.6	22

item	S1P4 antag	NPY-Y1 antag	NPY-Y2 PAM-ag	CHOP inh
31	-16	-2	-1	15
32	-21	4	2	2
33	-15	2	3	15
34	-14	5	-11	85*
35	-3	15	-6	-16
36	12	16	-24	10
37	-25	0	3	-4
38	-5	5	-5	-5
39	3	-22	-12	61
40	-2	1	3	-14

Entries listed above printed as active in EP2 mod.
| no. | Structure | NPY1 pot ag | TRPML3 ag | S1P4 agonist | EP2 mod | S1P4 antag | NPY-Y1 antag | NPY-Y2 PAM-ag | CHOP inh |
| --- | --- | --- | --- | --- | --- | --- | --- | --- | --- |
| 34 | O=c1cc2c(nn1Cc1c(Cl)cccc1Cl)-c1ccccc1CC2 | -25 | -0.3 | 0.4 | 78* | -14 | 5 | -11 | 85* |

Other results.
item	structure	NPY1 pot ag	TRPML3 ag	zfTRPN1 agonist	S1P4 agonist	EP2 mod
41	CCOC(=O)N1CCN(C(=O)C2COc3ccccc3O2)CC1 (configuration not stated)	7	0.6	1.2	0.9	-5
42	CCn1c(SCC(=O)Nc2ccccc2)nc2c1c(=O)n(C)c(=O)n2C	5	0.1	0.4	0.6	27
43	O=c1c2ccccc2nc(-c2cccc(Cl)c2)n1O	-1	-0.8	-1.1	-0.5	-5
44	COC(=O)c1ccc(Oc2ccc(C(C)(C)C)cc2)c([N+](=O)[O-])c1	9	-0.1	0.8	0.5	33
45	COc1ccc(N2CCN(c3cc(C)c4ccc(O)cc4n3)CC2)cc1	14	-0.1	-0.7	0.4	2
46	COc1ccc(OC)c(NC(=O)CC(NCCC2=CCCCC2)C(=O)O)c1 (configuration not stated)	2	0.8	-1.7	-0.4	12
47	CN(CC(=O)Nc1ccccc1Cl)C(=O)COC(=O)CNC(=O)c1ccc(Br)o1	2	0.4	-0.2	-2.6	nt
48	COCCN(C(=S)Nc1ccc(OC)cc1)C(C)c1cccs1 (configuration not stated)	-2	0.9	0.9	-0.4	1
49	Cc1cccc2sc(N(CCCN(C)C)C(=O)c3cc4ccccc4oc3=O)nc12	-26	0.6	-1.0	-1.1	-3
50	NS(=O)(=O)c1ccc(NC(=O)C(Sc2ccccc2)c2ccccc2)cc1 (configuration not stated)	7	1.2	-0.3	0.1	10

item	S1P4 antag	NPY-Y1 antag	NPY-Y2 PAM-ag	CHOP inh
41	0	0	3	-27
42	-20	-1	-8	16
43	-7	0	3	-4
44	-12	0	-12	33
45	-10	-2	16	-7
46	-12	3	-8	-15
47	-14	4	0	nt
48	-12	5	6	40
49	-17	11	0	5
50	-15	4	1	11

Ordered by value in CHOP inh (rising): 4 of the compounds above
entry	Molecule	NPY1 pot ag	TRPML3 ag	S1P4 agonist	EP2 mod	S1P4 antag	NPY-Y1 antag	NPY-Y2 PAM-ag	CHOP inh
41	CCOC(=O)N1CCN(C(=O)C2COc3ccccc3O2)CC1 (configuration not stated)	7	0.6	0.9	-5	0	0	3	-27
43	O=c1c2ccccc2nc(-c2cccc(Cl)c2)n1O	-1	-0.8	-0.5	-5	-7	0	3	-4
42	CCn1c(SCC(=O)Nc2ccccc2)nc2c1c(=O)n(C)c(=O)n2C	5	0.1	0.6	27	-20	-1	-8	16
44	COC(=O)c1ccc(Oc2ccc(C(C)(C)C)cc2)c([N+](=O)[O-])c1	9	-0.1	0.5	33	-12	0	-12	33

Continuation:
item	structure	NPY1 pot ag	TRPML3 ag	zfTRPN1 agonist	S1P4 agonist	EP2 mod
51	Cc1cc(C)c(N2CCN(S(=O)(=O)N3CCCCCC3)CC2)c(C)c1	17	67*	1.7	1.9	28
52	CCC(C)(C)NC(=O)CN(C(=O)CCC(=O)Nc1cc(C)ccn1)c1ccc2c(c1)OCO2	1	0.1	-0.2	0.3	34
53	O=C(Nn1cnnc1)c1cc2c(s1)CCCC2	-32	0.3	-1.8	0.8	7
54	O=S(=O)(c1ccc(OCC(O)CN2CCN(c3ccc(F)cc3)CC2)cc1)N1CCOCC1 (configuration not stated)	6	0.8	3.4	-0.3	10
55	COc1ccccc1OCCN1C(=O)S/C(=C\c2ccco2)C1=O	11	-0.1	-1.8	2.5	9

item	S1P4 antag	NPY-Y1 antag	NPY-Y2 PAM-ag	CHOP inh
51	6	5	4	68
52	-20	-1	6	21
53	-5	3	4	51
54	2	-2	-6	6
55	-13	2	-1	25
